LMNA splice mod: changes lamin A minigene splicing in HeLa cells; HeLa LMNA splicing GFP/RFP minigene ratio, 48 h; Potency, µM (doses to about 46.1 µM), without a hit: at the top dose ratio change, negative = inhibition, hits mostly inhibitors; 200,000 compounds, 0.01% hits; active = well fitted inhibition curve with a large enough effect in the signal ratio, with a control signal flat, not every such curve was filed as active; inconclusive = small, poorly fitted or top-dose-only effect, or effect the other way, or a change in a side signal; the % refers to the signal ratio
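S3 HeLa stable clones carrying a lamin A-EGFP splicing minigene plus DsRed2 were seeded at 600 cells/well in Opti-MEM with 2% FBS, pin-dosed and incubated 48 h at 37°C. Acumen cytometry (488 nm) gave the GFP/RFP total-intensity ratio.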
* hit, by the source's call; ? = inconclusive; [ ] = remark or other dose. % is set by controls: 0 for no effect and ±100 for the full control effect; potency is the fitted concentration of half-maximal effect. A portion of the library, so the mix of outcomes need not match the whole.

SMILES | LMNA splice mod
CCCN(CCC)C(=O)c1c[nH]c2ccc(S(=O)(=O)N(C)c3ccc(OCC)cc3)cc2c1=O | 13.5%[46 µM]
Cc1cc(C)n(C(C)CC(=O)Nc2cccc(C(F)(F)F)c2)n1 (stereo not given) | -6.9%[46 µM]
CCOc1ccccc1NC(=O)C(=O)NCCc1sc(-c2cccc(F)c2)nc1C | ?
Cc1cc(F)ccc1NC(=O)Cn1cc(S(=O)(=O)NC(C)C)c(S(=O)(=O)NC(C)C)c1 | ?
Cc1ccc2nc(NC(=O)COc3ccc(F)cc3)sc2c1 | 15.4%[46 µM]
COc1cc2c(cc1OC)C(COc1cc(C)cc(C)c1)N(C(=O)C(C)(C)C)CC2 (stereo not given) | ?
COc1ccc(Cn2ccc3nc(C)c(C(=O)Nc4ccc(C)c(F)c4)cc3c2=O)cc1 | ?
Cc1ccccc1-n1cc(-c2ccccc2)nc1SCC(=O)Nc1ccc(F)cc1 | -6.2%[46 µM]
O=C(Nc1ccccc1Cl)N1CCC(CN2CCCCC2)CC1 | 10.1%[46 µM]
O=C(Nc1ccc(-c2nc3ccccc3o2)c(O)c1)c1ccccc1 | ?
Cc1ccc(CN2CCN(C3CCN(C(=O)Nc4ccc(C)cc4Cl)CC3)C(=O)C2=O)cc1 | 13.0%[46 µM]
Cc1ccc(C)c(NC(=O)CSc2nc(=O)n(Cc3ccncc3)c3c2CCC3)c1 | -5.5%[46 µM]
O=C(NCCc1csc(-c2cccc(F)c2)n1)c1ccc(Br)o1 | ?
COc1ccc(Nc2ncc3c(n2)CCN(Cc2cc(Br)cs2)C3)c(OC)c1 | -21.1%[46 µM]
NS(=O)(=O)c1ccc(CCNC(=O)c2ccc3nc(Cc4ccccc4)oc3c2)cc1 | 7.6%[46 µM]
Cc1ccccc1C(=O)Nc1nnc(SCc2cc(=O)n3ccccc3n2)s1 | 10.4%[46 µM]
C=Cc1ccc(Cn2c(=O)cc(C)c3c(C)nn(C)c32)cc1 | ?
CCOC(=O)c1ccc2c(c1)N(CC(=O)Nc1ccc(CC)cc1)C(=O)c1ccccc1S2 | ?
COc1ccc(OC)c(S(=O)(=O)NCC(c2ccc(N(C)C)cc2)N2CCOCC2)c1 (stereo not given) | ?
CCOC(=O)CSC1=Nc2ccccc2C2=NC(CCC(=O)NCc3ccccc3)C(=O)N12 (stereo not given) | 19.9%[46 µM]
CCCc1nn2c(=O)cc(COC(=O)c3ccc(NC(=O)COc4ccccc4)cc3)nc2s1 | ?
Oc1c(C(c2ccc(Cl)cc2Cl)N2CCN(c3ccccc3)CC2)sc2nc(-c3ccco3)nn12 (stereo not given) | ?
Cc1cccc(N2C(=O)N(Cc3cccc(C#N)c3)c3ccccc3S2(=O)=O)c1 | 2.3%[46 µM]
Cc1ccc(CNC(=O)Nc2cc(C(=O)NCc3ccc(C(C)C)cc3)ccc2N2CCCC2)cc1 | ?
COc1cc(NC(=O)CN2CCCN(Cc3cccc(F)c3)S2(=O)=O)cc(OC)c1 | -5.1%[46 µM]
COc1cccc(CNC(=O)Cn2c(=O)n3nc(-c4cccc(F)c4)nc3c3ccccc32)c1 | ?
O=C(Nc1nnc2n1CCS2)c1ccccc1C(F)(F)F | 0.3%[46 µM]
CCOc1ccc(OC(=O)c2c(-c3ccccc3Cl)noc2C)cc1 | ?
Cc1cccc(-n2ccnc2SCC(=O)Nc2ccc3c(c2)OCO3)c1 | 4.9%[46 µM]
CCc1ccc(OCC2c3cc(OC)c(OC)cc3CCN2C(=O)COc2ccccc2)cc1 (stereo not given) | -9.4%[46 µM]
Cc1ccc(CNC(=O)C2CCN(S(=O)(=O)c3cc(-c4noc(C)n4)ccc3C)CC2)cc1 | -6.4%[46 µM]
Fc1ccc(CNc2ncnc3c2c(-c2ccccc2)cn3-c2ccccc2)cc1 | -22.3%[46 µM]
CCOc1ccc(CNC(=O)c2cnc3sc(N(CC)CC)nn3c2=O)cc1OC | 7.1%[46 µM]
Cc1c(C(=O)NCc2ccc(F)cc2)sc2nc(-c3ccccc3)cn12 | ?
CCN(c1ccccc1)S(=O)(=O)c1c(-c2ccc(C)cc2)csc1C(=O)OC | -19.8%[46 µM]
Cc1ccc(NC(=O)c2cnc(SCC(=O)N3CCCc4ccccc43)n(C)c2=O)cc1 | 21.5%[46 µM]

Shown in CSV form: entries from further up
canonical_smiles,LMNA splice mod
O=C(Nc1nnc2n1CCS2)c1ccccc1C(F)(F)F,0.3%[46 µM]
CCOc1ccc(OC(=O)c2c(-c3ccccc3Cl)noc2C)cc1,?
Cc1cccc(-n2ccnc2SCC(=O)Nc2ccc3c(c2)OCO3)c1,4.9%[46 µM]
CCc1ccc(OCC2c3cc(OC)c(OC)cc3CCN2C(=O)COc2ccccc2)cc1 (stereo not given),-9.4%[46 µM]
Cc1ccc(CNC(=O)C2CCN(S(=O)(=O)c3cc(-c4noc(C)n4)ccc3C)CC2)cc1,-6.4%[46 µM]
Fc1ccc(CNc2ncnc3c2c(-c2ccccc2)cn3-c2ccccc2)cc1,-22.3%[46 µM]
CCOc1ccc(CNC(=O)c2cnc3sc(N(CC)CC)nn3c2=O)cc1OC,7.1%[46 µM]

(list continues)
SMILES | LMNA splice mod
Cc1c(C(=O)Nc2ccc(C(C)C)cc2)sc2nc[nH]c(=O)c12 | -11.3%[46 µM]
Cc1c(C(=O)N2CCCCCC2)c(S(=O)(=O)NCc2ccc(Br)cc2)c(C)n1C | -14.0%[46 µM]
COc1cccc2sc(N(Cc3cccnc3)C(=O)c3ccc(S(=O)(=O)N(C)C)cc3)nc12 | 2.7%[46 µM]
Cc1ccc(CNC(=O)c2cc3c(=O)n(Cc4cccnc4)ccc3nc2C)cc1 | -19.0%[46 µM]
COc1cccc(N2C(=O)N(Cc3ccc(C#N)cc3)c3ccccc3S2(=O)=O)c1 | -2.3%[46 µM]
CCn1c(=O)n(CC)c2cc(N3CCCC3)c(NC(=O)Nc3cc(C)cc(C)c3)cc21 | ?
CC(=O)Nc1ccc(NC(=O)CSc2nccn2Cc2ccc3c(c2)OCO3)cc1 | -20.1%[46 µM]
CNC(=O)C1CCC(Cn2c(=O)[nH]c3ccsc3c2=O)CC1 (stereo not given) | ?
O=C(CSCc1cc(=O)c2cc(F)ccc2[nH]1)Nc1ccccc1Cl | 0.6%[46 µM]
O=c1cc(-c2ccccc2)n2c(SCc3ccccc3Cl)nnc2[nH]1 | ?
Cc1cc(=O)n(CC(=O)N2CCN(c3ccc(F)cc3)CC2)c2c1c(C)nn2C | ?
Cc1ccc(C)c(CSc2nc3c([nH]c4ccccc43)c(=O)n2C)c1 | ?
CCOc1ccccc1CNC(=O)CCc1c(C)nn(-c2ccc(N3CCCCC3)nn2)c1C | ?
COCCc1nn2c(=O)cc(COC(=O)c3ccco3)nc2s1 | -2.2%[46 µM]
Cc1ccc(C)c(N2CCN(CCCNC(=O)c3cnn(-c4cccc(Cl)c4)c3C3CCN(C(=O)OC(C)(C)C)CC3)CC2)c1 | ?
O=C(CSc1n[nH]c(-c2ccccc2Cl)n1)NCCCc1ccccc1 | ?
CCOc1ccc(C(=O)Nc2ccc3nn(-c4ccc(OC)c(Cl)c4)nc3c2)cc1 | 22.2%[46 µM]
CN(C(=O)c1c[nH]c2ccc(S(=O)(=O)Nc3cccc(C(F)(F)F)c3)cc2c1=O)C1CCCCC1 | 10.8%[46 µM]
O=C(Nc1ccc(Cl)cc1Cl)c1cc(S(=O)(=O)N2CCC3(CC2)OCCO3)ccc1F | ?
CN(C)CCN(Cc1ccccc1)S(=O)(=O)c1ccc2[nH]c(=O)ccc2c1 | -4.3%[46 µM]
COc1ccc(-n2c(C)nc3cc(C(=O)NC4CCCCCC4)ccc32)cc1 | 15.8%[46 µM]
O=C(NCc1ccccc1)c1cc2ccc3cccnc3c2[nH]1 | -4.4%[46 µM]
O=C(COc1ccc(F)cc1)Nc1ccc(C(=O)OCc2cc(=O)n3nc(C4CC4)sc3n2)cc1 | ?
Cc1ccc(CNC(=O)c2ccc3c(c2)nc(C)n3-c2cc(C)cc(C)c2)cc1 | ?

Reprinted from the part before: 2 entries, followed by the next part.
SMILES | LMNA splice mod
O=C(COc1ccc(F)cc1)Nc1ccc(C(=O)OCc2cc(=O)n3nc(C4CC4)sc3n2)cc1 | ?
Cc1ccc(CNC(=O)c2ccc3c(c2)nc(C)n3-c2cc(C)cc(C)c2)cc1 | ?
CC(=O)Nc1cccc(C(=O)NCc2ccc3c(c2)CCN3C(C)=O)c1 | 17.0%[46 µM]
CCN1CCc2c(sc(NC(=O)c3ccc(S(=O)(=O)N4CCCC(C)C4)cc3)c2C(=O)OC)C1 (stereo not given) | ?
CCOC(=O)c1sc2ccccc2c1S(=O)(=O)N1CCN(c2ccccc2F)CC1 | -9.7%[46 µM]
CCC(C)NC(=O)CSc1nnc(-c2ccc(C)cc2)c(-c2ccc(C)cc2)n1 (stereo not given) | -16.4%[46 µM]
CCOCCc1nn2c(=O)cc(COC(=O)c3ccc(NC(=O)C(C)(C)C)cc3)nc2s1 | 2.8%[46 µM]
COc1ccc(-n2ccnc2SCC(=O)Nc2ccc3c(c2)OCO3)cc1 | 9.1%[46 µM]
CCOc1ccc(-c2nnc(SCC(=O)NCc3ccccc3)nc2-c2ccc(OCC)c(OC)c2)cc1OC | ?
COc1ccc(-c2c(C)c3ccc(O)c(CN4CCCC4)c3oc2=O)cc1OC | -6.4%[46 µM]
O=C(C1COc2ccccc2O1)N(Cc1cccnc1)c1nc2ccc(F)cc2s1 (stereo not given) | 0.5%[46 µM]
CCc1ccccc1NC(=O)N1CCN(c2nnc(C)c3c(C)n(-c4ccccc4)nc23)CC1 | 7.3%[46 µM]
CCOc1ccccc1CNC(=O)c1cc2c(=O)n(Cc3cccnc3)ccc2nc1C | 6.3%[46 µM]
Cc1cc(C)cc(NS(=O)(=O)c2ccc3c(c2)OCC(C(=O)N2CCCC2)O3)c1 (stereo not given) | 0.9%[46 µM]
CC(=O)c1ccc(N2CCN(c3ncnc4c3cnn4C)CC2)cc1 | 3.8%[46 µM]
Cc1nc(N2CCCC2)c2c(C(=O)Nc3cccc(Cl)c3C)c(C)oc2n1 | -10.5%[46 µM]
COc1ccc(NC(=O)C2Cc3ccccc3N2C(=O)c2ccccc2)cc1OC (stereo not given) | 1.1%[46 µM]
CC1CCN(C(=O)CSc2nc3ccccc3nc2Cc2ccccc2)CC1 | ?
CCc1ccc(S(=O)(=O)NCc2cccn2Cc2cccc(C)c2)cc1 | ?
Cc1ccc(CCNC(=O)C2CCN(S(=O)(=O)c3ccc4c(ccn4C)c3)CC2)cc1 | -12.6%[46 µM]
Cc1ccc(-n2ncc(C(=O)NCCCN3CCCCC3)c2C2CCN(C(=O)OC(C)(C)C)CC2)cc1 | -13.4%[46 µM]
Cc1ccccc1Nc1ncnc2c1c(-c1ccccc1)cn2-c1ccc(F)cc1 | -8.0%[46 µM]
CN1CCN(C(=O)C(=O)Nc2c3c(nn2-c2cccc(Cl)c2)CSC3)CC1 | 0.2%[46 µM]
Cc1ccccc1NS(=O)(=O)c1ccc2[nH]c3c(c2c1)CCCCC3 | ?
CC1CCN(C(=O)CSc2nc3c([nH]c4ccccc43)c(=O)n2-c2ccccc2)CC1 | ?
CCOc1ccc(C2C(=O)N(C3CCCCCC3)CC(=O)N2Cc2ccc(F)cc2)cc1OC (stereo not given) | ?
Cn1cc(S(=O)(=O)N2CCCCC2)cc1C(=O)N1CCN(c2ccccc2F)CC1 | 8.9%[46 µM]
O=C(CN1CCSc2ccccc21)N1CCCCC1 | -1.2%[46 µM]
Cc1ccc(N2CC(NC(=O)c3ccc(S(=O)(=O)N4CCCC4)cc3)CC2=O)cc1 (stereo not given) | ?
Cc1ccc(Cn2ccnc2SCC(=O)NC2CCCC2)cc1 | -4.0%[46 µM]
CCN(CC)C(=O)c1sc2c(c1C)c(=O)n(-c1ccc(OC)cc1OC)c(=O)n2Cc1cc(C)ccc1C | 15.0%[46 µM]
Cc1cc2nc(N(Cc3cccnc3)C(=O)c3ccc(Cl)s3)sc2cc1C | 18.6%[46 µM]
COc1ccc(CNC(=O)c2cc3cc(S(=O)(=O)N4CCCCC4)ccc3n2C)c(OC)c1 | ?
O=C(Cc1cccs1)NC1CC(=O)N(c2cccc(F)c2)C1 (stereo not given) | 21.6%[46 µM]
Cc1ccccc1CNC(=O)c1sc2ncnc(N(C)C3CCCCC3)c2c1C | ?
Cc1ccc(-n2ncc(C(=O)NCc3ccccn3)c2C2CCN(C(=O)OC(C)(C)C)CC2)cc1C | ?
O=C(CSc1nc(=O)n(Cc2ccncc2)c2c1CCC2)Nc1ccccc1 | 6.1%[46 µM]
Cc1cccc(N2CCN(C(=O)c3cc(S(=O)(=O)N4CCC(C)CC4)cn3C)CC2)c1C | -6.0%[46 µM]
COCCn1c(C)cc(O)c(C(c2ccccc2OC)N2CCN(c3ccccc3)CC2)c1=O (stereo not given) | -4.2%[46 µM]
CCOc1ccc(CN2CCc3nc(Nc4ccc(OC)cc4OC)ncc3C2)cc1 | 20.0%[46 µM]
CC(=O)Nc1cccc(NC(=O)CSc2nccn2C2CCCC2)c1 | -10.5%[46 µM]
CCCc1nn2c(=O)cc(COC(=O)c3ccco3)nc2s1 | -2.4%[46 µM]
COc1ccc(NS(=O)(=O)c2ccc(NC(=O)N3CCCC3)cc2)cc1 | ?
Cc1ccc(Cn2c(CNS(=O)(=O)c3cccc([N+](=O)[O-])c3)nc3cccnc32)cc1 | 10.5%[46 µM]
Cc1ccc(C(=O)N2CCc3cc(CNC(=O)CCc4ccccc4)ccc32)cc1 | ?
CCCC(CCC)C(=O)NC1CC(=O)N(c2ccc3c(c2)OCCO3)C1 (stereo not given) | 5.5%[46 µM]
COc1ccc(-c2nn3c(=O)cc(CN4CCN(C(=O)Nc5cc(C)ccc5C)CC4)nc3s2)cc1 | -1.8%[46 µM]
Oc1c(C(c2ccccc2)N2CCCC2)sc2nc(-c3ccco3)nn12 (stereo not given) | ?

Screening results from PubChem BioAssay.
